Compound activity as filed in PubChem.
EBV gp42 block = EBV gp42 inhibition; inhibition, % (tested at 21.74 µM); AID 1085; Fluorescence polarization binding assay, mP read-out; actives 0.42% (n = 220,000); in the data active = inhibition above about 50%
Target sequence (Q1HVG2 whole entry, looked up): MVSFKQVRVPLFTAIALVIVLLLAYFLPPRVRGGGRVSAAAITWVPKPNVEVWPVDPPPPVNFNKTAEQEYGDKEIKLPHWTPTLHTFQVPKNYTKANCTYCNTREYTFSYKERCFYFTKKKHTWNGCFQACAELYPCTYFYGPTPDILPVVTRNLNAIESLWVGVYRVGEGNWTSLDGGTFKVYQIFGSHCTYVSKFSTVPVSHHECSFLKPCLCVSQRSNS
zVAD death inh = L929 zVAD cell death inhibition. L929 zVAD necroptosis rescue, ATP luminescence, 24 h; with zVAD 60 µM. viability rescue, % at 10 µM. actives 0.38% (n = 220,000);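 active = activation, scaled between plate controls, above about 75%, limit read from the data; inactive = activation under that limit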;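 note: 0% = zVAD with DMSO and 100% = DMSO alone without zVAD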
Cl transport mod = modulates chloride dependent transport by human KCC2; Q9H2X9; KCC2 cells, thallium flux FluoZin-2 fluorescence; B-score of Tl+ flux slope (higher = more flux/activation; lower = inhibition) at 10 µM; actives 2.2% (n = 190,000); AID 1456;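 active = thallium flux slope and its plate-corrected score both differing from the plate sample mean at a set confidence after two filtering rounds, in either direction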;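 note: slope of fluorescence scaled to starting intensity during 10 to 20 s after thallium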
Mdm2 ligase inh = inhibitors of human Mdm2 E3 ubiquitin ligase | Q00987 | cell-based MDM2 ubiquitination luciferase reporter, 2 h; 0 = plate control, 100 = twice control, blank-subtracted | signal enhancement, % at 5 µM | actives 0.11% (n = 210,000) | AID 1230;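 active = signal enhancement of 30% or more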;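 note: luminescence tracks abundance of the self-degrading MDM2-luciferase fusion protein; higher signal means inhibition of MDM2 E3 ligase activity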
Target sequence (Q00987 whole entry, looked up, the tested form may be a part): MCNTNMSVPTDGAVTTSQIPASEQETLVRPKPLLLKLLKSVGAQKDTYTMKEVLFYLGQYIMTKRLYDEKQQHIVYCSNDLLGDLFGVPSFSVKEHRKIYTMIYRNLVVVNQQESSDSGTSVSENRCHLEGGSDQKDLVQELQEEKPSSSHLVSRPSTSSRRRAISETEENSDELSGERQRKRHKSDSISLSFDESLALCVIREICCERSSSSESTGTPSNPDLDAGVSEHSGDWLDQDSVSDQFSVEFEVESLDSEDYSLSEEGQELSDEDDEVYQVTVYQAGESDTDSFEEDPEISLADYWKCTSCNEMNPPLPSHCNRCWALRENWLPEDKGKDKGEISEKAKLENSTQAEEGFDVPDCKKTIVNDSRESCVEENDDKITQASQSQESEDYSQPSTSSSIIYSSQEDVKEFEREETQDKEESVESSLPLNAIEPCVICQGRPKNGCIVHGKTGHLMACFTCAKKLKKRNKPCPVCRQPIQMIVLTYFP
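Assay system: stable mammalian line carrying autodegrading MDM2–luciferase fusion reporter; Input: 2000 cells in each well; Compound dosing: single-point 5 µM; Schedule: 2 h compound exposure at 37 °C; Signal: SteadyLite luciferase luminescence after 15 min room-temperature reagent incubation; Evaluation: % luminescence enhancement versus blank-corrected plate control mean; Benchmarks: plate controls and plate blanks.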
Rad51 HR inh = Rad51 (human) homologous recombination inhibition; hRad51 DNA strand exchange, fluorescence dequenching; inhibition, % at 10 µM; Q06609; actives 0.085% (n = 200,000);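 active = inhibition above 40% at the single screening dose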;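 note: 0% = DMSO control wells and 100% = blanks with heterologous ssDNA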
Target sequence (Q06609 whole entry, looked up): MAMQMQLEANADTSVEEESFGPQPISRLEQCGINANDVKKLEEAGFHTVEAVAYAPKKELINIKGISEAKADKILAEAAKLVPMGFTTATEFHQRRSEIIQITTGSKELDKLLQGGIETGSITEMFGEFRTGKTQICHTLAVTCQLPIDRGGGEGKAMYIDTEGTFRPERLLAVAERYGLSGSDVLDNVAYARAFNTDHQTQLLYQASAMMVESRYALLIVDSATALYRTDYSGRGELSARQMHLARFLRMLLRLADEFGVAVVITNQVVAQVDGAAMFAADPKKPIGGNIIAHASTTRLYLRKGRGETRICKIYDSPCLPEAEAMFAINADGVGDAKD
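System: hRad51 filaments on single-stranded DNA; reagent: Fluorescein- and BHQ1-tagged 47-mer duplex; compound dosing: one concentration, 10 µM final; timing: filaments 15 min 37 °C, then compound 30 min; measured by: fluorescein emission 520 nm, excitation 485 nm; benchmarks: per-plate controls and blanks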
eIF4E-4G inh = inhibitors of eIF4E and eIF4G interaction in translation initiation; AID 782; actives 0.37% (n = 220,000); P63073+Q04637; inhibition, % at 21.7 µM; TR-FRET eIF4E-eIF4GI(517-606) binding, 2 h;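 active = inhibition above about 30%, limit read from the data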;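 note: 0% = full FRET control wells and 100% = background wells lacking eIF4GI fragment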
TNF necrop inh = TNF-alpha cell death inhibition in Jurkat FADD-/- cells | Jurkat FADD-/- TNF necroptosis rescue, ATP luminescence, 24 h; 0 = TNF only, 100 = no-TNF cells | activation (protection from cell death), % at 10 µM | actives 0.068% (n = 220,000);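 active = activation, meaning protection from cell death, of at least 50% relative to plate controls; inactive = activation below 50%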;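 note: necroptosis triggered by 40 ng/mL TNF-alpha added together with compound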
Calpain2 inh = inhibitors of pig calpain II; purified calpain II, fluorogenic peptide substrate, 30 min; inhibition, % at 16 µM; actives 0.37% (n = 220,000); AID 1236;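 active = inhibition above about 50%, limit read from the data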
PERK inh = inhibitors of human PERK kinase | Q9NZJ5 | CHO PERK-DD fusion, SEAP luminescence translation reporter | inhibition, % at 5.6 µM | actives 0.17% (n = 220,000) | AID 1416;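 active = inhibition above the mean inhibition of all tested compounds plus 3 SD, set separately per screening campaign, cut at about 2.9% in these data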;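 note: PERK kinase domain activated by AP20187 dimerizer at 100 nM; 0% = DMSO with dimerizer and 100% = rapamycin at 8.4 µM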
Starred values were filed as active, the others as inactive; . = not tested or not shown; [ ] = remark or other dose. An unsorted share of the library; about 3.6% have a hit in one of these screens.

SMILES	EBV gp42 block	zVAD death inh	Cl transport mod	Mdm2 ligase inh	Rad51 HR inh	eIF4E-4G inh	TNF necrop inh	Calpain2 inh	PERK inh
Cc1ccc(-c2nn3c(C)nnc3c3ccccc23)cc1S(=O)(=O)NCc1ccccc1	-8	-0.1	.	-6	3	5[fluorescence artefact?]	-3.3	6	0.3
O=C(Nc1ccc(C(=O)N2CCOCC2)cc1)Nc1cccc2ccccc12	-3	20	-0.063	-12	-7	1	0.5	25	-0.5
CCN(CC(=O)N1CCCCCC1)S(=O)(=O)c1ccc(Cl)cc1	-10	-0.2	-1.4	-13	10	-5	-1.4	7	-0.9
CCC(C)Sc1cc(C)c(C#N)c2nc3ccccc3n12 (configuration not stated)	-7	0.1	-1.4	-3	16	12	-1.3	-79	-0.3
COc1ccc(N/C=C(\C(C)=O)c2ccc(OC)c(OC)c2)cc1OC	-1	6.0	-1.1	-13	-10	3	0.7	32	0.6
O=C(Nc1nc(-c2ccc(F)cc2)cs1)c1ccc(N2C(=O)CCC2=O)cc1	1	.	0.82	.	.	7	-2.6	-37	0.0
CCOC(=O)C(NCc1ccccn1)(NC(=O)c1cccnc1)C(F)(F)F (configuration not stated)	-12	0.0	0.26	-11	-7	0	0.1	-16	0.0
CCCOc1ccc(C(=O)NC(=S)NNC(=O)c2c(-c3ccccc3)noc2C)cc1	4	1.5	62*	-7	19	-5	3.9	-51	1.7
O=C(CN1CCc2ccccc2C1)Nc1cccc(S(=O)(=O)N2CCCC2)c1	-4	0.5	0.57	9	-4	2	0.9	20	1.2
CC(=O)SC1CC2=CC(=O)CCC2(C)C2CCC3(C)C(CCC34CCC(=O)O4)C12 (configuration not stated)	-3	-0.1	0.14	-11	-14	-1	-4.8	8	-0.5
Cc1cc(O)c(C(C)C)cc1NC(=O)Nc1cccc2ccccc12	1	2.5	-0.42	-9	-2	-4	1.9	-14	0.5
COc1cc(C(=S)N2CCCC2)cc(Cl)c1O	-11	-0.5	1.2	-3	3	1	-1.2	-4	1.8
Cc1ccc2occ(C(=O)c3ccco3)c(=O)c2c1	-16	0.0	0.053	-8	3	3	-1.4	13	0.2
CCN(CC)S(=O)(=O)c1ccc(C)c(NC(=O)CSc2ncc(C(F)(F)F)cc2Cl)c1	-16	0.5	-1.3	-1	4	2[fluorescence artefact?]	0.6	-1	0.3
c1ccc(Cn2nnnc2C(c2ccccn2)N2CCN(c3ccccc3)CC2)cc1 (configuration not stated)	-7	-0.3	0.21	-7	-8	0	0.0	12	-0.7
O=C(/C=C/c1ccco1)NC(=S)Nc1ccccc1O	10	-0.4	0.23	-5	.	-2	0.1	7	-0.7
c1ccc2c(c1)[nH]c1c(NCC3CCCO3)ncnc12 (configuration not stated)	3	2.5	-0.051	-15	-2	-3	-3.5	-70	-1.1
CC(C)(C)c1nc2ccccc2c(=O)n1N1C(=O)c2ccccc2C1=O	8	-0.5	1.6	-6	-5	3[fluorescence artefact?]	-2.9	14	-1.0
O=C(N/N=C/c1ccc2c(c1)OCO2)c1ccc2c(c1)OCCO2	-4	0.1	0.12	-21	.	7[fluorescence artefact?]	-8.6	-23	0.9
O=S(=O)(NCc1ccccc1F)NCc1ccccc1F	-15	5.1	-0.52	9	2	5	0.8	-28	0.9
CCNC(=O)CC1C(=O)N(c2ccc(F)cc2)C(=O)N1Cc1ccccn1 (configuration not stated)	-15	-0.4	0.47	-5	3	5	0.5	-36	1.9
O=S1(=O)N=C(N(CCO)/N=C/c2ccncc2)c2ccccc21	-1	2.0	-0.058	-4	0	-5	-9.0	-2	0.5
COc1ccc(/C=N/n2cnn(Cc3ccccc3Cl)c2=S)cc1	-15	1.7	-0.36	-20	11	0	-0.2	16	0.8
O=C1/C(=C\c2ccsc2)NC(=S)N1c1ccccc1	7	1.6	11*	-3	13	-2	0.8	-13	-0.1
O=C(O)/C=C/C(=O)Nc1cccc(C(F)(F)F)c1	1	0.2	1.6	0	-2	1	1.7	10	0.1

A run of entries from further up, for reference:
SMILES	EBV gp42 block	zVAD death inh	Cl transport mod	Mdm2 ligase inh	Rad51 HR inh	eIF4E-4G inh	TNF necrop inh	Calpain2 inh	PERK inh
Cc1ccc(-c2nn3c(C)nnc3c3ccccc23)cc1S(=O)(=O)NCc1ccccc1	-8	-0.1	.	-6	3	5[fluorescence artefact?]	-3.3	6	0.3
O=C(Nc1ccc(C(=O)N2CCOCC2)cc1)Nc1cccc2ccccc12	-3	20	-0.063	-12	-7	1	0.5	25	-0.5
CCN(CC(=O)N1CCCCCC1)S(=O)(=O)c1ccc(Cl)cc1	-10	-0.2	-1.4	-13	10	-5	-1.4	7	-0.9
CCC(C)Sc1cc(C)c(C#N)c2nc3ccccc3n12 (configuration not stated)	-7	0.1	-1.4	-3	16	12	-1.3	-79	-0.3
COc1ccc(N/C=C(\C(C)=O)c2ccc(OC)c(OC)c2)cc1OC	-1	6.0	-1.1	-13	-10	3	0.7	32	0.6
O=C(Nc1nc(-c2ccc(F)cc2)cs1)c1ccc(N2C(=O)CCC2=O)cc1	1	.	0.82	.	.	7	-2.6	-37	0.0
CCOC(=O)C(NCc1ccccn1)(NC(=O)c1cccnc1)C(F)(F)F (configuration not stated)	-12	0.0	0.26	-11	-7	0	0.1	-16	0.0

Next part
SMILES	EBV gp42 block	zVAD death inh	Cl transport mod	Mdm2 ligase inh	Rad51 HR inh	eIF4E-4G inh	TNF necrop inh	Calpain2 inh	PERK inh
CCOc1ccc(N2C(=O)CC(SCc3nc4ccccc4[nH]3)C2=O)cc1 (configuration not stated)	-11	0.8	-0.067	2	.	2	2.5	20	1.8
O=C(NC(=S)NCC1CCCO1)c1ccc(Cl)cc1Cl (configuration not stated)	-11	-0.5	9*	.	.	3	1.3	1	-0.1
Cc1cccc(NC(=S)N(CCN(C)C)Cc2cc3cc(C)ccc3[nH]c2=O)c1	-8	-2.0	0.48	4	4	5	4.4	-45	0.2
CC(=O)N(Cc1cccs1)Cc1cc2cc(C)c(C)cc2nc1Cl	-6	1.1	-0.034	-15	0	6	0.4	16	-0.5
Cc1ccc(S(=O)(=O)n2ccc(-c3cccc(OCc4c(F)cccc4Cl)c3)n2)cc1	-19	0.6	.	-11	-6	-10	-1.4	6	0.8
CCOC(=O)c1c(NC(N)=O)sc(C)c1C	-18	1.0	0.94	-5	-1	1	-0.6	-6	0.9
Cc1c[n+](C)ccc1CC1C([N+](=O)[O-])=C[N-]c2ncnn21 (configuration not stated)	-2	0.0	1.1	-14	.	5	0.8	2	0.2
Cc1cccc(OCc2nnc3n2CCCCC3)c1	-6	0.9	-0.84	6	-6	-2	0.8	6	-0.1
COC(=O)C1C(O)=C(C(C)=N)C(=O)CC1(C)C (configuration not stated)	-13	3.9	0.3	-16	-14	3	1.0	-14	0.6
CCOC(=O)Cc1csc(NC(=O)CSc2cc(Cl)ccc2Cl)n1	18	0.9	-1.3	-3	3	15	1.2	34	0.4
Cc1cc([N+](=O)[O-])cc2c1-c1ncccc1C2=Nc1ccccc1	11	0.0	-0.049	3	4	0	1.3	5	0.7
COCC(C)Nc1nc(C)c(C(C)=O)s1 (configuration not stated)	-4	1.0	0.024	7	-193	1	0.1	-8	0.4
COc1ccc(S(=O)(=O)Nc2ccc(NC(C)=O)cc2)cc1Br	4	2.3	0.16	-2	-1	-1	0.7	3	-0.1
Cc1ccc2[nH]c(C(=O)NN=C3CCCCC3)c(-c3ccccc3)c2c1	1	5.3	-0.13	-17	5	-4	-0.2	-21	0.4
O=C(Nc1cccc(S(=O)(=O)N2CCCCCC2)c1)c1cc(=O)c2ccccc2o1	-3	0.1	-0.11	-19	2	2	-2.3	15	0.4
O=C(c1nc2ccccc2s1)N1CCSCC1	-8	1.0	0.25	-20	5	-4	0.0	29	1.1
COc1ccc(F)cc1S(=O)(=O)NC1CCCC1	-3	1.1	-0.22	-6	2	-16	0.3	-28	0.1
CCn1c(-c2csc3ccccc23)n[nH]c1=S	1	-0.1	1	-3	.	-6	0.5	-1	1.1
CCOC(=O)c1c(NC(=O)COC)sc(C(C)=O)c1C	-18	-1.6	0.22	-16	0	3	-2.4	-9	-0.6
CSc1ccccc1NC(=O)Nc1ccc(Cl)cc1	0	0.9	.	1	-8	6	-0.8	24	-0.9
COc1ccc(NC(=O)CN2CCN(c3ccc(F)cc3)CC2)cc1Cl	-14	0.1	-0.35	-12	.	2	-4.1	5	0.2
CS(=O)(=O)N1N=C(c2ccc(Cl)cc2)CC1c1cccs1 (configuration not stated)	9	0.0	-0.67	-5	-8	9	-1.6	24	-0.2
COc1ccc(-c2nnc3n2C(C)(C)Cc2cc(OC)c(OC)cc2-3)cc1	-24	-0.2	1	7	.	-3	-1.3	-60	1.0
C/C(Cn1nnc([N+](=O)[O-])n1)=N\NC(=O)c1ccc(O)cc1	-10	0.6	-0.1	-11	-6	-1	-6.6	0	1.5
CN1CCN(CC(=O)Nc2sc3c(c2C#N)CCC(C(C)(C)C)C3)CC1 (configuration not stated)	-6	-0.2	1.3	-13	2	-8	-13	-291	0.0

Overlap with the part before: 2 compounds, then new ones.
SMILES	EBV gp42 block	zVAD death inh	Cl transport mod	Mdm2 ligase inh	Rad51 HR inh	eIF4E-4G inh	TNF necrop inh	Calpain2 inh	PERK inh
C/C(Cn1nnc([N+](=O)[O-])n1)=N\NC(=O)c1ccc(O)cc1	-10	0.6	-0.1	-11	-6	-1	-6.6	0	1.5
CN1CCN(CC(=O)Nc2sc3c(c2C#N)CCC(C(C)(C)C)C3)CC1 (configuration not stated)	-6	-0.2	1.3	-13	2	-8	-13	-291	0.0
CC1CCCN(C(=O)C(C)Nc2cc(Cl)ccc2N2CCOCC2)C1 (configuration not stated)	-14	0.8	-0.041	-10	-2	3	-5.5	-10	0.1
COc1ccccc1/C=C/C(=O)c1c2c(c(C)[nH]c1=O)CCCC2	-16	66	-1.4	-2	-1	67*	-20	14	-0.5
CC(C)(C)Nc1nc(OCC#N)nc(N2CCCCC2)n1	-14	5.1	-0.99	-5	5	11	-0.4	-5	-1.2
CC(C)Cc1cc(C(=O)Nc2sc3c(c2C#N)CCC3)no1	-4	0.1	4.8*	-6	5	2	-0.6	-70	1.3
Cc1cc(=O)n2[nH]c(-c3ccc(F)cc3)cc2n1	-4	1.9	0.75	4	-1	-4	-0.5	-47	1.3
C/C(=N/OC(=O)c1ccc(F)cc1)c1ccc(C)cc1	-2	0.1	.	-20	7	1[fluorescence artefact?]	-2.6	-32	1.2
CCc1c(C)nc(N)c(C#N)c1-c1ccccc1	-12	-0.2	.	-3	4	2	-0.1	8	0.7
O=C(/C=C/NCc1cccnc1)C(F)(F)C(F)(F)F	-2	0.9	0.021	-5	-4	1	3.9	22	-0.4
S=c1[nH]nc(-c2cc(-c3ccccc3)n[nH]2)n1/N=C/C=C/c1ccccc1	-12	0.3	-0.62	-7	-4	2	1.0	33	1.1
CCCS(=O)(=O)N1CCN(c2ccccc2F)CC1	-5	-0.2	.	-2	2	-7	-0.7	-16	0.7
